# TEAD-YAP inh = TEAD-YAP interaction inhibition; 1.4% of 640,000 active; AID 1259422; inhibition, % at 9.12 µM; HEK-TIYL cells, TEAD-Gal4/YAP UAS-luciferase luminescence; in the data active = inhibition above about 32%;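 also: 0% = median of test compound wells and 100% = reference inhibitor wells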
# FBW7 activator = activators of human E3 ligase FBW7 | Q969H0 | AlphaScreen FBW7–phospho-cyclin E peptide binding, activator screen | normalized activity (activation), % at 26.1 µM | 0.13% of 650,000 active; in the data active = normalized activity above about 1.9%;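 also: purified mutant Fbw7 with reduced substrate affinity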
# MITF inh = inhibitors of human MITF | O75030 | AlphaScreen MITF homodimerization, bead proximity signal | inhibition, % at 2.6 µM | 0.91% of 650,000 active | AID 1259374; in the data active = inhibition above about 50%;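 also: 0% = vehicle wells with protein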
# Target sequence (O75030 whole entry, looked up): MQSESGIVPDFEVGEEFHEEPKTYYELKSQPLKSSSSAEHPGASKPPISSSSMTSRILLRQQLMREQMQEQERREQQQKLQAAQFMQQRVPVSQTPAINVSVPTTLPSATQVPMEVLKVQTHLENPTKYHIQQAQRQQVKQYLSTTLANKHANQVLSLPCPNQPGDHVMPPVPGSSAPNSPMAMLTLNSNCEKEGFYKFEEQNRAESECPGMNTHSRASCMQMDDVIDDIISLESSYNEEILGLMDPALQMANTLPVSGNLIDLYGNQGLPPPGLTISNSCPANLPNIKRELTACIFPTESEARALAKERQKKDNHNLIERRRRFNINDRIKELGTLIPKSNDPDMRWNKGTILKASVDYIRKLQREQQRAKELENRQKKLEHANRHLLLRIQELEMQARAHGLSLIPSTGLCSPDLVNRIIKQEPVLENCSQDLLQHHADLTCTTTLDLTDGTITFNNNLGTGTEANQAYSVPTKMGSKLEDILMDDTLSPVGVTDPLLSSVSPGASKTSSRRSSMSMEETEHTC
# GPR151 activ = human GPR151 activation; Q8TDV0; PathHunter beta-arrestin GPR151 cells, luminescence; 1% of 650,000 active; activation, % at 11.2 µM; AID 1508602; in the data active = activation above about 4.9%;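 also: 0% = median of compound wells and 100% = cells with positive control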
# Target sequence (Q8TDV0 whole entry, looked up): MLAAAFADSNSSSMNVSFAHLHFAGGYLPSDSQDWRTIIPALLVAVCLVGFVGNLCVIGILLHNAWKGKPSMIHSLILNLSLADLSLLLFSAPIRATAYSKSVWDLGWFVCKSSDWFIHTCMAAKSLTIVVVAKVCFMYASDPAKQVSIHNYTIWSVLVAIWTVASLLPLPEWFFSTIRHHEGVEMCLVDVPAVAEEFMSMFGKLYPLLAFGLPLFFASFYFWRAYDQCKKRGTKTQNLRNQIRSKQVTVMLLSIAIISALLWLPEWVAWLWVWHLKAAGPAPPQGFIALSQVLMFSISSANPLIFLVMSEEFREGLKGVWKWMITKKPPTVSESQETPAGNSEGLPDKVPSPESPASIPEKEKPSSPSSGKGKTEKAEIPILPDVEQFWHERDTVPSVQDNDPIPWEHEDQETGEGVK
# * hit, by the source's call; · = not tested or not shown.
SMILES,TEAD-YAP inh,FBW7 activator,MITF inh,GPR151 activ
CS(=O)(=O)c1ccc2nc(NC(=O)Cc3ccc(F)cc3)sc2c1,18,-0.1,0,3.0
CCOC(=O)C1(CCOc2ccccc2)CCN(C(=O)c2n[nH]c3c2CCCC3)CC1,-1,0.1,-19,1.0
COc1ccc(C(=O)Nc2cccc(Cl)c2Cl)cc1[N+](=O)[O-],-8,0.1,-1,0.2
CCOC(=O)C1(CCc2ccccc2)CCN(C(=O)c2cnn3cccnc23)CC1,-27,-0.1,-1,2.7
NC(=O)c1ccc(-c2ccc(C(N)=O)s2)cc1,-6,0.3,17,-3.5
O=C(NCc1nc(-c2cccnc2)n[nH]1)NC1CCCCC1,12,1.1,9,-0.3
O=C1NC(=O)C(=Cc2ccc(N3CCSCC3)nc2)C(=O)N1,-9,-0.3,-3,0.1
O=C(O)C1CCCCC1C(=O)Nc1cccc(Cl)c1Cl (centres undefined),0,0.0,4,3.1
Clc1ccc(Cn2nnc(-c3ccccc3Cl)n2)c(Cl)c1,-1,0.4,6,2.9
COc1ccc(S(=O)(=O)Nc2cccc(C(=O)O)c2)cc1OC,-7,0.1,-7,-0.6
COc1ccc(C2CC(C(F)(F)F)n3nc(C(=O)N4CCN(C(c5ccccc5)c5ccccc5)CC4)c(Cl)c3N2)cc1OC (centres undefined),-9,-0.1,-10,0.1
CN(C)S(=O)(=O)c1ccc(C(=O)Nc2ccc(-n3nncc3-c3ccccc3)cc2)cc1,1,0.1,14,-0.6
CCC(=O)NCCCc1nc2ccccc2n1Cc1ccccc1F,-1,-0.1,4,0.6
CCN1CCN(S(=O)(=O)c2ccc3ccccc3c2)CC1,-7,-0.2,1,1.2
COc1ccc(C(CC(=O)O)NC(=O)COc2ccccc2OC)cc1 (centres undefined),10,0.1,3,0.0
Cc1ccccc1NC1CC(C)N(C(=O)c2cccc(F)c2)c2c(C)cccc21 (centres undefined),-6,0.4,21,-1.7
Cc1[nH]n(-c2ccc(Cl)cc2)c(=O)c1/C=N/NC(=O)c1ccc(Br)cc1,9,0.0,2,-0.8
COc1cccc(CCNC(=O)CC2C(=O)NCCN2CC(C)(C)C)c1 (centres undefined),13,0.2,9,0.0
O=C(NCc1ccccn1)c1cc(=O)[nH]c2ccc(Br)cc12,-8,-0.6,5,0.9
COc1ccc(CCNC(=O)c2cnc(-c3ccccc3)s2)cc1,-11,0.1,20,-0.9
N#Cc1c(-n2ncnc2-c2ccc(Cl)cc2)sc2c1CCCC2,-8,-0.1,-3,0.5
COC(=O)c1cccc(NC(=O)c2ccccc2Cl)c1C,-31,-0.1,1,1.0
COc1ccc(N2CCN(S(=O)(=O)c3ccc4c(c3)C(C)(C)C(=O)N4C)CC2)cc1,4,-0.2,-7,-0.6
CCN(CC)C(=O)C(=O)Nc1cccc(Br)c1,-46,-0.1,-1,-1.2
Nc1nnc(CC(=O)N/N=C/c2ccccc2OCc2ccc(Cl)cc2Cl)s1,5,-0.1,12,-0.1
CCOC(=O)c1sc(NC(=S)NCCN2CCOCC2)cc1C,-3,0.2,21,1.4
CCN1C(=O)[C@H]2[C@@H]3C(=CC[C@H]2C1=O)C(=O)[C@H]1O[C@H]1[C@H]3O,·,-0.1,-24,-1.2
O=C1CC(C(F)(F)C(F)(F)C(F)(F)F)=Nc2ccccc2N1,3,-0.1,-7,0.8
CCCNC(=O)c1cc(S(=O)(=O)N2CCc3ccccc32)cn1C,32*,0.0,-6,3.0
N#CC(=C1CCCCC1)c1nc(-c2ccccc2)cs1,2,-0.1,6,-0.7
O=C(CSc1nnnn1-c1ccccc1)Nc1c(F)cccc1F,-3,0.1,-16,-0.4
CC(C)N1CC(COc2ccccc2)OC1=O (centres undefined),6,-0.1,-3,1.4
OCCC1CN(Cc2ccc(OC(F)F)cc2)CCN1C1CCCC1 (centres undefined),9,-0.1,5,0.8
CCN1CCN(C(=O)c2ccc(N3CC4CC(C3)c3cccc(=O)n3C4)c(NC(=O)c3ccc(OC)cc3)c2)CC1 (centres undefined),-6,0.1,1,-1.4
CCC(=O)N1c2ccc(S(=O)(=O)N3CCN(C4CCCC4)CC3)cc2CC1C (centres undefined),-3,-0.1,0,0.7
COc1ccc(C2Oc3ccccc3C=C2[N+](=O)[O-])cc1OC (centres undefined),-52,-0.1,2,-2.0
COc1cccc(C(=O)Nc2nccs2)c1OC,-12,0.2,16,-2.5
CC1CN(c2nc3nonc3nc2N2CCCCCC2)CCN1C (centres undefined),-2,0.0,17,1.2
COc1ccccc1CC(=O)N1CCc2ccccc21,2,-0.1,-9,0.6
O=C(Cc1ccccc1)Nc1nnc(-c2ccco2)o1,-3,-0.2,6,-1.0
COc1ccc(-c2nn(CN3CCN(C)CC3)c(=S)o2)cc1,0,-0.1,12,-0.4
CSCc1ccc(C(=O)NCc2ccc(C)cc2)cc1,-4,-0.2,1,-0.5
Cn1c(=O)c2cc(C(=O)Nc3cccnc3)sc2c2ccccc21,-7,-0.1,-7,0.4
Cc1c(Cl)c(C(F)(F)F)nn1CC(=O)Nc1ccc(Cl)cc1Cl,12,0.3,20,-1.1
COc1ccc(CC(=O)N(c2ccc(OC)cc2)C2C=CS(=O)(=O)C2)cc1 (centres undefined),7,0.1,15,0.1
CCC1CCCCN1C(=O)CSc1nc2ccccc2n1CC(=O)NC(C)C (centres undefined),-1,0.5,-7,-0.1
Cc1ccc2c(c1)C1(SCC(=O)N1c1cccc(F)c1)C(=O)N2CC(=O)Nc1ccccc1C (centres undefined),-2,-0.1,2,-1.5
COc1ccc(-c2nc3c(c(C)nn3-c3ccccc3)c3cc(OC)c(OC)cc23)cc1,0,0.0,3,-0.6
C=CCNC(=O)C(C)Oc1ccc(OC)cc1 (centres undefined),-6,0.2,-8,1.0
O=C(Nc1cc([N+](=O)[O-])ccc1F)c1ccccc1Br,-6,-0.1,-1,1.2
CCOCCOC(=O)C1=C(C)NC2=C(C(=O)CCC2)C1c1ccccc1OC(C)C (centres undefined),5,0.4,4,-1.2
O=c1[nH]c2ccccc2cc1-c1noc(-c2cccnc2)n1,-10,0.3,9,0.0
C=CCn1c(=O)c2c(nc3n(C)c(C)cn23)n(C)c1=O,8,0.1,2,-0.3
CCCCCCC1CCC(C(=O)Nn2c(-c3cccc([N+](=O)[O-])c3)nc3ccccc3c2=O)CC1 (centres undefined),1,-0.1,-12,2.6
OCCn1c(CN2CCN(c3ncccn3)CC2)nc2ccc(Cl)cc21,-13,-0.1,-3,0.4
COc1ccc(-c2cccc(C(=O)Nc3cc(OC)c(OC)c(OC)c3)c2)cc1,-4,0.4,12,-1.6
COC(C(=O)NCC1Cc2cccc(-c3cncc(C(N)=O)c3)c2O1)c1ccccc1 (centres undefined),0,0.1,-21,1.2
CC(C(=O)O/N=C(\N)c1ccc(Br)cc1)c1ccc([N+](=O)[O-])cc1 (centres undefined),0,0.2,5,2.3
COCCCn1c(C)nnc1SCC(=O)N1CCCCC1,4,1.2,16,2.3
CCOC(=O)CSc1nc2ccccc2n1C(=O)Nc1ccccc1,-23,0.2,-7,-3.0

# (list continues)
SMILES,TEAD-YAP inh,FBW7 activator,MITF inh,GPR151 activ
CC(C)NS(=O)(=O)c1ccc(NC(=O)c2ccc(Cl)cc2Cl)cc1,-6,0.4,-4,1.4
C=CCn1c(SCC(=O)Nc2ccc(C(=O)OC(C)C)cc2)nnc1-c1ccoc1,12,0.0,9,-0.1
O=C1OC(/C=C/c2cccc(Cl)c2Cl)=NC/1=C\c1ccccc1C(F)(F)F,2,0.1,-1,5.8*
O=C(Nc1cccnc1Cl)c1cc(Cl)ccn1,-12,-0.1,12,-1.9
NC(=O)c1cc(NS(=O)(=O)c2cc(C(F)(F)F)ccc2Cl)cc(C(N)=O)c1,2,-0.2,-3,-1.5
COc1ccc(S(=O)(=O)NCCC(C)C)c(Cl)c1Cl,-13,-0.2,-5,-1.4
COc1ccccc1/C=N\NC(=O)c1ccccn1,-39,-0.1,9,-2.3
N#C/C(=C\c1c[nH]c2ccccc12)C(=O)Nc1ccc(Cl)cc1[N+](=O)[O-],5,0.1,6,-0.3
Cc1nc2sc(C(c3cccs3)N3CCCC(C)C3)c(O)n2n1 (centres undefined),-2,-0.2,10,1.3
N#CCCN(CCC#N)S(=O)(=O)c1ccc(C(=O)Nc2ccc3c4c(cccc24)CC3)cc1,-4,-0.2,9,1.0
O=C1C2=C(C(c3ccccc3)=NCCN2)C(c2ccc(F)cc2)N1c1cccc(C(F)(F)F)c1 (centres undefined),4,-0.1,-1,-1.1
COc1ccc(-c2nnc(SCC(=O)Nc3cccc(C)c3C)n2-c2ccccc2)cc1OC,10,0.4,19,-1.0
CCCCCCCC/C=C\CCCCCCCC(=O)Nc1c(C(C)C)cccc1C(C)C,·,·,-19,2.6
O=C(NCCCN1CCCC1=O)c1ccc2snnc2c1,2,0.2,8,1.3
O=C(Nc1ccccc1Br)C1CCN(c2ncccn2)CC1,-8,-0.1,0,0.8
COc1ccc(-n2cc(-c3ccccc3)c3c(N4CC(C)CC(C)C4)ncnc32)cc1 (centres undefined),2,0.2,-1,-1.7
COc1ccc(-c2nnc(NC(=O)Cn3nc(-c4ccccc4)ccc3=O)s2)cc1,6,0.2,21,-0.7
N#CCCN(C(=O)COC(=O)c1cc(=O)[nH]c(=O)[nH]1)c1ccccc1,9,0.1,-2,0.9
COCCNc1nc(-c2ccccc2CO)ccc1C(=O)NCCNC(C)=O,5,0.1,3,3.4
CCOC(=O)Nc1ccc2c(c1)N(C(=O)CCN1CCOCC1)c1ccccc1CC2,-1,0.0,15,-0.4
CSc1ccc(Cn2nnc(C(=O)NCc3ccc(C)cc3)c2N)cc1,1,0.1,8,-0.5
COCCNC(=O)c1cc2n(n1)C(C(F)(F)F)CC(c1ccc(Cl)cc1)N2 (centres undefined),4,0.0,4,0.2
Cc1ccc(NC(=O)c2ccccc2Cl)cc1F,-38,0.3,15,-1.3
c1cncc(CNc2nc(NCc3ccc4c(c3)OCO4)nc3c2ncn3-c2ccsc2)c1,-10,-0.3,-1,-0.7
Cc1noc(C)c1S(=O)(=O)N1CCCC(C(=O)Nc2cccc(Cl)c2C)C1 (centres undefined),3,-0.1,11,-0.7
CC1(C)CC(=O)C([N+](=O)[O-])=C(NCc2ccccc2)C1,2,0.2,1,-0.2
CC(=O)Cn1cnc2scc(-c3ccc(C)c(C)c3)c2c1=O,4,0.2,4,0.4
CCC(=O)N(c1cccc(Cl)c1)C1C=CS(=O)(=O)C1 (centres undefined),4,-0.1,2,-0.2
FC(F)(F)c1ccc(Cn2cnc3c(NCCN4CCOCC4)nc(N4CCN(c5ccccn5)CC4)nc32)cc1,9,0.1,9,1.6
CCOc1ccccc1C1C(C#N)=C(N)Oc2n[nH]c(-c3ccc(C)cc3)c21 (centres undefined),11,-0.1,18,1.8
Cc1ccc2c(c1)N(CCC(=O)NC1CC1)C(=O)CO2,9,0.0,4,0.5
COCCOC(=O)C1=C(C)NC2=C(C(=O)CC(C)(C)C2)C1c1cc2c(cc1Br)OCO2 (centres undefined),4,0.1,-18,-0.5
Cc1ccc(S(=O)(=O)NCc2nc3ccccc3[nH]2)cc1,3,0.0,5,-0.1
CCOc1ccccc1NC1=NS(=O)(=O)c2cc([N+](=O)[O-])ccc21,-4,0.8,-1,-1.3
COc1ccc(Cc2nnc(NC(=O)c3cccc(C)c3)s2)cc1OC,10,-0.1,0,0.8

# Entries shown so far containing fluorine, in the order listed:
SMILES,TEAD-YAP inh,FBW7 activator,MITF inh,GPR151 activ
CS(=O)(=O)c1ccc2nc(NC(=O)Cc3ccc(F)cc3)sc2c1,18,-0.1,0,3.0
COc1ccc(C2CC(C(F)(F)F)n3nc(C(=O)N4CCN(C(c5ccccc5)c5ccccc5)CC4)c(Cl)c3N2)cc1OC (centres undefined),-9,-0.1,-10,0.1
CCC(=O)NCCCc1nc2ccccc2n1Cc1ccccc1F,-1,-0.1,4,0.6
Cc1ccccc1NC1CC(C)N(C(=O)c2cccc(F)c2)c2c(C)cccc21 (centres undefined),-6,0.4,21,-1.7
O=C1CC(C(F)(F)C(F)(F)C(F)(F)F)=Nc2ccccc2N1,3,-0.1,-7,0.8
O=C(CSc1nnnn1-c1ccccc1)Nc1c(F)cccc1F,-3,0.1,-16,-0.4
OCCC1CN(Cc2ccc(OC(F)F)cc2)CCN1C1CCCC1 (centres undefined),9,-0.1,5,0.8
Cc1c(Cl)c(C(F)(F)F)nn1CC(=O)Nc1ccc(Cl)cc1Cl,12,0.3,20,-1.1
Cc1ccc2c(c1)C1(SCC(=O)N1c1cccc(F)c1)C(=O)N2CC(=O)Nc1ccccc1C (centres undefined),-2,-0.1,2,-1.5
O=C(Nc1cc([N+](=O)[O-])ccc1F)c1ccccc1Br,-6,-0.1,-1,1.2
O=C1OC(/C=C/c2cccc(Cl)c2Cl)=NC/1=C\c1ccccc1C(F)(F)F,2,0.1,-1,5.8*
NC(=O)c1cc(NS(=O)(=O)c2cc(C(F)(F)F)ccc2Cl)cc(C(N)=O)c1,2,-0.2,-3,-1.5
O=C1C2=C(C(c3ccccc3)=NCCN2)C(c2ccc(F)cc2)N1c1cccc(C(F)(F)F)c1 (centres undefined),4,-0.1,-1,-1.1
COCCNC(=O)c1cc2n(n1)C(C(F)(F)F)CC(c1ccc(Cl)cc1)N2 (centres undefined),4,0.0,4,0.2
Cc1ccc(NC(=O)c2ccccc2Cl)cc1F,-38,0.3,15,-1.3
FC(F)(F)c1ccc(Cn2cnc3c(NCCN4CCOCC4)nc(N4CCN(c5ccccn5)CC4)nc32)cc1,9,0.1,9,1.6

# Screening results as filed in PubChem.
